M5 ag – CHRM5 agonism in calcium assay; P08912; CHO-K1 hM5 cells, Fluo-8 calcium fluorescence; 0% DMSO wells, 100% maximal acetylcholine response; activation, % at 3 µM; 360,000 compounds, 0.19% hits; AID 624037;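 active = activation above the run's mean over test compounds plus 3 SD, cut at about 23% in these data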;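 also: signal is peak over basal fluorescence ratio across the kinetic read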
Target sequence (P08912 whole entry, looked up): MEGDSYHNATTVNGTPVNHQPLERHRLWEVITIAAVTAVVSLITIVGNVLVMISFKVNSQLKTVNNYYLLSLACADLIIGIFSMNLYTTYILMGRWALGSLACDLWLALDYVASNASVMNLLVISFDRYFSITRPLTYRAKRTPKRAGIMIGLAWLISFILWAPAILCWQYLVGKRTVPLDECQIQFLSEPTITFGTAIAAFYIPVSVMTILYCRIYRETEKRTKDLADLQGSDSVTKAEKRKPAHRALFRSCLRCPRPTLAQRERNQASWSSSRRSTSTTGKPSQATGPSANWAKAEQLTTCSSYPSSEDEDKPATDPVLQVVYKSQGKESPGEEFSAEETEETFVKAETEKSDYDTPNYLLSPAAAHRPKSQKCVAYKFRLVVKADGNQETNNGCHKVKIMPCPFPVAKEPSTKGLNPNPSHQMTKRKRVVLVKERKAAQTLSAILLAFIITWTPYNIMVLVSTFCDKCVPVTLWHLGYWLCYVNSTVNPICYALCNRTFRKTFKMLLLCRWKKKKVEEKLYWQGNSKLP
CHRM4 PAM – positive allosteric modulators of human muscarinic M4 receptor | CHO-K1 hM4/Gqi5, Fluo-8 calcium fluorescence, ACh EC20; 0% = ACh EC20, 100% = maximal ACh | 360,000 compounds, 0.4% hits | P08173 | activation, % at 3 µM;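 active = activation above its plate's cutoff, the mean activation of sample wells plus 3 SD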; also: some results filed as inactive read as strong as hits
M1 PAM parental – counter-screen for M1 PAMs: effect in parental CHO-K1 cells; ATP EC20, Fluo-8 calcium fluorescence; 0% at ATP EC20, 100% at ATP max; activation, % at 3 µM; 360,000 compounds, 0.02% hits; AID 602247;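 active = activation above the run cutoff, the mean activation of all test compounds plus 3 SD, cut at about 40% in these data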;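 also: peak over basal fluorescence ratio in a 140 s read after ATP addition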
TAAR1 ag – human TAAR1 agonism | CHO RD-HGA16 TAAR1, Fluo-8 calcium fluorescence; vehicle wells 0%, saturating PEA agonist 100% | AID 624467 | 360,000 compounds, 0.99% hits | activation, % at 3 µM;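 active = activation above the mean activation of all test compounds in the run plus 3 SD, cut at about 38% in these data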
Target sequence (Q96RJ0 whole entry, looked up): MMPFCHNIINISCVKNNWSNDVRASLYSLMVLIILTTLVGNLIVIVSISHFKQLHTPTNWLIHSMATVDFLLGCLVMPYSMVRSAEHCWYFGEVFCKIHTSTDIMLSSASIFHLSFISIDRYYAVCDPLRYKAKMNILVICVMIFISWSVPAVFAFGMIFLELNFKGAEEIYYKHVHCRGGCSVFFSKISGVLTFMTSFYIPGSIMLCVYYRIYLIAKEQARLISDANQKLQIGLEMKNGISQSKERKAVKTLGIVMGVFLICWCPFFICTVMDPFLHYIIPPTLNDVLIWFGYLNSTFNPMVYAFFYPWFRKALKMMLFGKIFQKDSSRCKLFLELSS
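Test system: RD-HGA16 (CHO) cells co-expressing Gα16 and hTAAR1 | Doses: Single dose, 3 µM | Schedule: 17-24 h seeding, 75 min 37 °C dye, 30 min RT | Evaluation: % activation from peak over basal fluorescence ratio, DMSO-to-PEA scaled | Technique: Kinetic Fluo-8 calcium fluorescence | Benchmarks: Low control DMSO, high control PEA (EC100)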
CRFBP-R2 block – antagonists of CRF-binding protein/CRF-R2 receptor complex | HEK293 CRF-R2/CRF-BP, CRF-induced calcium fluorescence | inhibition, % at 11.8 µM | 350,000 compounds, 0.59% hits | AID 588475;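 active = inhibition of the ligand-induced calcium signal above about 50% at the single tested concentration, limit read from the data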
CRFBP-R2 agonist – CRF-BP/CRF-R2 complex agonism; HEK293 CRF-R2/CRF-BP, calcium dye fluorescence (FLIPR); percent of saturating CRF peptide response; activation, % at 13.2 µM; 350,000 compounds, 0.46% hits; AID 588473;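 active = activation of at least 50%, plus an integration ratio under a set limit after plate pattern correction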;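 also: plate controls were neutral control wells without compound for no effect and CRF at EC100 for full effect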
M5 PAM – potentiates acetylcholine response at human M5 receptor | AID 624038 | 360,000 compounds, 0.3% hits | CHO-K1 hM5, Fluo-8 calcium, ACh EC20 PAM; 0% = ACh EC20, 100% = ACh EC100 | activation, % at 3 µM;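 active = activation above the run cutoff, the mean activation of all test compounds plus 3 SD, cut at about 18% in these data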
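System: CHO-K1 hM5 cells. Reagent: acetylcholine, EC20 level. Compound dosing: single dose, 3 µM nominal final test concentration. Timing: Post-acetylcholine fluorescence recording 140 s. Detection: Fluo-8 calcium fluorescence. Read-out: % activation, ACh-normalized. Benchmarks: ACh EC20 and EC100 wells. Repeats: singlicate, one well per test compound.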
M5 antag – antagonists of human muscarinic M5 receptor (CHRM5); P08912; CHO-hM5 cells, Fluo-8 calcium fluorescence, ACh EC80; inhibition, % at 3 µM; 360,000 compounds, 0.59% hits; AID 624040;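 active = inhibition above a per-plate cutoff, the mean of that plate's test compounds plus 3 SD, cut at about 27% in these data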;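 also: 0% = acetylcholine EC80 with DMSO and 100% = DMSO without agonist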
TAAR1 antagonist – antagonists of human TAAR1 | 360,000 compounds, 1.5% hits | inhibition, % at 3 µM | CHO RD-HGA16 TAAR1, Fluo-8 calcium fluorescence, antagonist | Q96RJ0;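 active = inhibition above a per-plate cutoff, the mean inhibition of test compounds on that plate plus 3 SD, cut at about 49% in these data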;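 also: 0% = DMSO plus EC80 beta-PEA response and 100% = DMSO alone without agonist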
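Test system – hTAAR1-expressing CHO RD-HGA16 cells, Gα16-coupled · Also added – β-PEA at EC80 concentration, post-compound challenge · Compound – 3 µM, single point · Incubation – dye loading 75 min at 37 °C, then 30 min room temperature · Measured by – Fluo-8 intracellular calcium dye fluorescence, real-time kinetic reads · Benchmarks – vehicle and agonist controls · Replicates – singlicate, one well per test compound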
Starred values were filed as active, the others as inactive; . = no result given.

SMILES	M5 ag	CHRM4 PAM	M1 PAM parental	TAAR1 ag	CRFBP-R2 block	CRFBP-R2 agonist	M5 PAM	M5 antag	TAAR1 antagonist
COc1ccc(NC2SC(=O)N(C)C2=O)cc1 (stereo not drawn)	-3.2	10.5	5.2	0.3	14.8	-1.4	-3.2	10.5	-6.3
O=C(C1=C[C@H](c2ccccc2)C[C@H](OCc2ccc(CO)cc2)O1)N1CCOCC1	2.0	-6.5	15.2	1.6	-7.9	-1.7	2.8	2.1	7.6
O=C(CSc1nc(-c2ccccc2)c(-c2ccccc2)[nH]1)Nc1ccc2c(c1)OCO2	-0.8	0.1	6.9	6.1	-25.6	-1.6	-4.2	8.1	-6.8
CC(=O)N1CCN(c2ccc(NC(=O)c3ccc(OCc4ccccc4)cc3)cc2)CC1	1.0	-1.1	16.3	5.2	0.5	-1.1	-2.2	3.0	9.4
CCCCN(Cc1cccs1)S(=O)(=O)c1csc(C(N)=O)c1	-1.9	11.9	7.0	0.7	-3.0	-0.1	-4.9	15.3	11.1
O=C(NCC1COc2ccccc2O1)c1ccc(NC(=O)C(c2ccccc2)c2ccccc2)cc1 (stereo not drawn)	4.1	1.6	11.4	4.1	-15.1	-1.2	4.0	-6.9	-12.9
CCOc1cc(C(C#N)N2CCOCC2)ccc1OC (stereo not drawn)	-1.1	16.4	18.4	1.1	12.0	1.4	1.2	0.9	-0.7
O=C(Nc1cccc2c1CCCC2)c1cc(C2CCCCN2C(=O)CCCc2ccccc2)on1 (stereo not drawn)	-1.6	1.1	17.6	0.6	.	.	-0.3	-3.2	-20.4
O=C(NCCOc1ccccc1Cl)c1ncn[nH]1	-2.5	16.5	37.2	1.5	-2.9	1.6	6.1	-4.2	4.3
CC(C)c1nnc(NC(=O)CCS(=O)(=O)Cc2ccccc2)s1	-2.7	-4.7	12.8	3.3	-5.1	0.0	-1.4	13.0	10.3
c1ccc(NCc2nnc3n2CCCCC3)cc1	1.8	2.5	22.5	2.8	5.5	0.5	3.7	-4.2	0.8
COc1ccc(NC(=O)CSCC(=O)Nc2nnc(C3CC3)s2)cc1	2.5	3.8	2.6	1.0	-4.6	2.0	2.8	3.1	-7.3
CCn1ncc(Br)c1C(=O)Nc1ccc(C(=O)OC(C)C)cc1	-5.6	-4.8	4.4	11.2	-1.1	4.4	-3.2	-6.6	14.1
C[C@@H]1CN([C@H](C)CO)C(=O)CCCn2nncc2CO[C@@H]1CN(C)C(=O)Nc1ccnc(N2CCOCC2)c1	-0.4	3.7	12.6	1.6	-2.6	0.1	-2.2	1.8	-7.9
C/C(=C\c1ccccc1)CN1CCN(C)CC1	-3.2	-5.8	8.2	6.4	6.2	-0.8	2.2	1.9	-11.7

Sorted by value in M5 antag (descending): 3 from the list above.
Structure | M5 antag
CCOc1cc(C(C#N)N2CCOCC2)ccc1OC (stereo not drawn) | 0.9
O=C(NCCOc1ccccc1Cl)c1ncn[nH]1 | -4.2
O=C(NCC1COc2ccccc2O1)c1ccc(NC(=O)C(c2ccccc2)c2ccccc2)cc1 (stereo not drawn) | -6.9

The results go on.
SMILES	M5 ag	CHRM4 PAM	M1 PAM parental	TAAR1 ag	CRFBP-R2 block	CRFBP-R2 agonist	M5 PAM	M5 antag	TAAR1 antagonist
CN(Cc1ccccc1)Cc1nc2c([nH]1)c(=O)n(C)c(=O)n2C	-0.1	13.0	4.7	8.9	-13.3	0.9	1.7	-2.7	-18.7
O=C(COc1ccccc1)Nc1ccc(CSc2ccccc2)cc1	-9.1	-1.9	15.0	7.3	20.1	2.2	-6.5	-3.1	50.8*
COc1ccc(-c2noc(CCC(=O)N3CCN(c4ccccc4C)CC3)n2)cc1	-1.0	-1.4	6.8	-0.7	6.5	-4.3	-4.7	2.6	18.2
CC(=O)N1c2ccc(S(=O)(=O)N(C)c3cc(C)ccc3C)cc2CC1C (stereo not drawn)	-4.8	-2.8	-1.0	2.0	10.7	-0.4	-6.7	4.8	13.7
Cc1cc(Nc2ccccc2)nc(NCc2ccccc2)n1	4.7	-11.4	2.1	56.0*	-97.5	-1.4	-14.4	29.7*	30.5
COc1ccc(-n2nc(C(=O)NCC(=O)NCCCN3CCOCC3)c3ccccc3c2=O)cc1Cl	-2.1	-19.6	-13.9	5.5	-13.2	-0.1	-3.7	-0.5	-6.2
O=C(CC(Nc1cccc(Cl)c1Cl)C(=O)O)c1ccccc1 (stereo not drawn)	-0.7	10.2	-4.2	0.9	4.4	-2.7	4.1	2.1	-12.2
O=C(Nc1ccccc1Cl)c1cc(S(=O)(=O)N2CCOCC2)cs1	-2.6	-0.3	17.2	6.9	6.1	-0.8	-0.8	0.3	16.5
Cc1ccc(C(=O)O)cc1NC(=O)Nc1ccc2c(c1)OCO2	-2.0	15.1	20.1	10.8	-12.1	15.5	-2.9	-13.5	4.8
CCN(CC)CCC(=O)N1c2ccccc2Sc2ccc(Cl)cc21	-1.3	-17.9	12.2	3.9	-6.1	-1.8	-18.5	98.7*	-4.1
COc1ccc(C(=O)NCCc2ccccc2)cc1[N+](=O)[O-]	0.4	2.3	17.2	2.4	11.7	-0.4	-3.1	2.1	-10.7
Cc1ccc(NC(=O)CN2C(=O)N/C(=C/c3cc(C)n(-c4cccc(C(=O)O)c4)c3C)C2=O)cc1	3.0	5.1	-8.3	-1.0	4.1	-2.1	6.8	-16.3	-12.5
O=C(CC(=O)Nc1ccc(Cl)cc1)N/N=C\c1cccc(F)c1	-2.0	-4.6	5.1	0.5	1.8	-0.9	-3.7	21.0	7.0
C=CCn1c(=O)c2c(C)c(C)sc2n2c(Nc3ccccc3)nnc12	3.0	4.4	12.9	-3.5	-3.2	-1.9	0.1	2.4	-13.0
O=c1cc(/N=C/c2coc3cc(Br)ccc3c2=O)[nH]c(=S)[nH]1	2.3	3.2	-17.4	-3.0	6.9	-1.2	7.8	5.2	-27.9
COc1ccc(C(=O)O)cc1F	-2.4	1.1	6.2	0.2	9.1	-1.5	2.0	4.2	-5.7
Cc1cc(=O)[nH]c2nnc(-c3ccc(Cl)cc3)n12	0.3	-3.5	0.9	-0.7	-3.1	0.5	-3.5	3.2	-12.4
CCn1c(C(O)c2ccccc2)nc2ccccc21 (stereo not drawn)	-0.4	6.4	3.1	5.5	0.8	0.2	0.7	-2.8	12.6
CCOC(=O)Cc1c[nH]c(=S)[nH]c1=O	-1.8	-0.3	-14.0	0.6	-4.0	0.1	-6.8	10.5	-26.0
CCOc1ccccc1NC(=O)C1CCCCN1S(=O)(=O)c1ccccc1 (stereo not drawn)	-2.0	6.9	9.5	-0.4	1.0	0.9	-8.6	11.6	4.1
O=C(COc1ccccc1[N+](=O)[O-])Nc1ccc2c(c1)CCC2	-0.6	6.3	10.2	3.4	3.4	-0.7	-6.9	2.2	-33.4
CCOC1=C2[C@@H](CN(S(=O)(=O)c3ccc(C)cc3)[C@H]2c2cccc3ccccc23)[C@H]2C(=O)NC(=O)[C@H]2C1	-0.2	-0.4	5.2	1.6	.	.	-3.0	12.5	-9.6
CCc1ccccc1OCCCN1CCCC1	-26.3	-9.2	-13.3	0.1	-18.3	1.2	-17.3	16.8	-9.2
CC(=O)Nc1cccc(OCCCNS(=O)(=O)c2ccc(F)cc2)c1	6.5	-5.3	20.6	3.1	9.5	-5.4	1.4	-0.7	-23.3
O=[N+]([O-])c1ccc(N2CCN(Cc3ccccc3)CC2)c(S(=O)(=O)N2CCOCC2)c1	-5.2	-5.1	11.2	0.8	1.5	-1.2	1.0	-3.6	6.4
N#Cc1ccccc1S(=O)(=O)N1CCC(C(=O)Nc2cccc(C(=O)NC3CC3)c2)CC1	0.4	12.0	16.4	3.0	-3.8	-1.9	-3.8	-1.3	5.1
CC(=O)C1=C(O)C(=O)N(CCCCCC(=O)O)C1c1ccc(N(C)C)cc1 (stereo not drawn)	-0.5	2.2	19.0	5.8	3.9	3.5	-3.0	2.0	-15.3
O=C(c1ccccc1)N1CCN(S(=O)(=O)c2ccccc2)CC1	-5.4	2.4	20.9	0.0	2.0	-0.8	-7.3	7.4	-1.3
COc1ccc(COc2cc(-c3cccc(OC)c3)nc3ccc(NC(=O)c4ccc(N(C)C)cc4)cc23)cc1	-2.7	-1.6	-6.1	.	6.3	0.8	-12.1	16.1	.
CC(=O)Nc1cc[n+](C(C)C(=O)c2ccccc2)cc1 (stereo not drawn)	-0.6	-4.5	-18.1	-0.2	-5.8	-0.3	0.4	6.9	10.3
CC(C)Cc1cc(CN2CCC(CO)(Cc3cccc(C(F)(F)F)c3)CC2)[nH]n1	-3.4	-13.5	7.7	3.0	-45.5	2.0	-10.9	15.2	15.3
Cc1c(NC(=S)NC(=O)C(c2ccccc2)c2ccccc2)cccc1C(=O)O	-1.8	0.2	4.7	4.5	22.3	-0.5	5.3	-1.9	7.0
COc1ccc(CC(=O)OCc2nnc(-c3ccccc3)o2)cc1	-1.1	7.2	4.7	13.2	14.8	-1.3	2.9	5.5	3.2
O=C(N/N=C/c1cccc2ccccc12)c1cccs1	-1.2	-8.3	-29.1	9.6	-40.8	2.0	-2.6	-2.4	-16.8
Cc1c2ccccc2nc2c(F)c(N(C)C)c(F)c(F)c12	0.2	13.8	1.7	3.4	-72.2	24.1	-2.5	10.0	-2.7
COc1ccc(C(=O)NC(C)c2nnc(SCC(=O)NC3CCCC3)n2C)cc1 (stereo not drawn)	-0.2	-2.1	-6.2	1.4	-2.2	-0.9	-4.8	13.0	-2.1
O=C(Nc1nnc(-c2ccc(Br)cc2)o1)C1=COCCO1	3.1	15.0	10.2	0.1	10.0	-1.8	-4.8	8.4	-4.2

Four compounds picked at random from those above:
SMILES	M5 ag	CHRM4 PAM	M1 PAM parental	TAAR1 ag	CRFBP-R2 block	CRFBP-R2 agonist	M5 PAM	M5 antag	TAAR1 antagonist
COc1ccc(C(=O)NC(C)c2nnc(SCC(=O)NC3CCCC3)n2C)cc1 (stereo not drawn)	-0.2	-2.1	-6.2	1.4	-2.2	-0.9	-4.8	13.0	-2.1
Cc1c(NC(=S)NC(=O)C(c2ccccc2)c2ccccc2)cccc1C(=O)O	-1.8	0.2	4.7	4.5	22.3	-0.5	5.3	-1.9	7.0
O=C(N/N=C/c1cccc2ccccc12)c1cccs1	-1.2	-8.3	-29.1	9.6	-40.8	2.0	-2.6	-2.4	-16.8
COc1ccc(CC(=O)OCc2nnc(-c3ccccc3)o2)cc1	-1.1	7.2	4.7	13.2	14.8	-1.3	2.9	5.5	3.2

Rows were taken by chance; about 4.2% have a hit in one of these screens.
